Screens deposited in PubChem BioAssay by several laboratories.
Ecoli viability = reduces bacterial viability in AddAB counter-screen; E. coli V3065 growth, OD600 absorbance, 18 h; inhibition, % at 11.9 µM; 0.27% of 330,000 active;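 active = inhibition above the campaign's mean inhibition across all tested compounds plus 3 SD, cut at about 9.9% in these data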;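 also: uninfected addAB+ strain grown without phage in ampicillin broth; 0% = DMSO wells and 100% = ciprofloxacin 0.95 µg/ml wells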
AddAB inh = less growth of phage-infected E. coli with AddAB; E. coli expressing H. pylori AddAB, absorbance growth; inhibition, % at 11.9 µM; 0.29% of 330,000 active; in the data active = inhibition above about 12%;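 also: 0% = vehicle wells of infected cells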
SR-BI HDL uptake = blocks mouse SR-BI lipid uptake from DiI-HDL; Q61009; ldlA[mSR-BI] CHO cells, DiI-HDL uptake fluorescence, 3 h; inhibition, % at 12.5 µM; 0.96% of 320,000 active;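 active = mean replicate inhibition of at least 70% and a set share of replicates each scoring 70 or more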;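 also: 0% = median of neutral control wells and 100% = median of positive control wells; values of inactives mirror those of a sister screen read the other way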
Target sequence (Q61009 whole entry, looked up): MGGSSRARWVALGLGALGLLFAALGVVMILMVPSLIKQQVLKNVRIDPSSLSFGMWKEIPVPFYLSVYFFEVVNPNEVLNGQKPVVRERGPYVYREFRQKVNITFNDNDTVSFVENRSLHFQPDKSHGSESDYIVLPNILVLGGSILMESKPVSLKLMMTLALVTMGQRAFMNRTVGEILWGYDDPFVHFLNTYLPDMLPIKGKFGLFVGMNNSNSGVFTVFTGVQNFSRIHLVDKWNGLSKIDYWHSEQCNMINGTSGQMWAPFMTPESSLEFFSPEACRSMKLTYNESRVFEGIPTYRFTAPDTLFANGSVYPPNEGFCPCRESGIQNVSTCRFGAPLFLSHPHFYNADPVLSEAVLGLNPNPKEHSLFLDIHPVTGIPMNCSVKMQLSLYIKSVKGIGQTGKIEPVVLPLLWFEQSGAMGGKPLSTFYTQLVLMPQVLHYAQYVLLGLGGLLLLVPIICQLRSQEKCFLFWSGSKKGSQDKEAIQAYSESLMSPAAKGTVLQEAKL
CAL PDZ FP-1 = blocks peptide binding to the human CAL PDZ domain. Q9HD26. 0.92% of 300,000 active. AID 602252. inhibition, % at 24.9 µM. purified CAL PDZ, TMR-peptide fluorescence polarization, 1 h;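 active = mean inhibition of at least 30% with at least half of replicates also reaching 30%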;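 also: 0% = DMSO neutral control and 100% = excess unlabeled competitor peptide PRC23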
phage Ecoli inh = E. coli growth loss with phage present. growth absorbance. inhibition, % at 11.9 µM. 0.26% of 360,000 active; in the data active = inhibition above about 11%
SR-BI uptake up = SR-BI HDL lipid transfer activation. CHO ldlA[mSR-BI] cells, DiI-HDL uptake fluorescence, 3 h; 100 = double the neutral-control signal. activation, % at 12.5 µM. 0.096% of 320,000 active. AID 504775;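 active = mean replicate activation of at least 60% and every replicate at or above 60%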;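 also: 0% = median plate neutral-control signal and 100% = twice that signal; values of inactives mirror those of a sister screen read the other way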
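material = CHO ldlA[mSR-BI] cells | medium = Ham's F12 with 0.5% BSA, HEPES 25 mM, pH 7.4 | reagent = fluorescent DiI-HDL, 10 µg/mL final | compound dosing = single-point compound dose | incubation = 3 h, 37 °C | measured by = bottom-read fluorescence, 550/595 nm | measure = HDL uptake via cellular fluorescence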
MITF act = activators of MITF-driven TRPM1 promoter activity in SK-MEL-5 cells | 0.75% of 300,000 active | SK-MEL-5 TRPM1-promoter luciferase, 24 h; % of positive control, neutral wells = 0 | activation, % at 12.5 µM;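 active = mean activation of at least 80% with every replicate also reaching 80%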;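 also: 0% = neutral control wells and 100% = parthenolide positive control wells; values of inactives mirror those of a sister screen read the other way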
Tat export inh = E. coli Tat transport inhibition | E. coli MC4100 TorA-mCherry Tat export, fluorescence | 0.036% of 340,000 active | inhibition, % at 10 µM | AID 488895;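 active = mean replicate inhibition at least 50% and at least half of replicates individually reaching 50%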;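 also: exported cargo escapes ClpAP degradation while cytoplasmic cargo is degraded and loses fluorescence; 0% = median of neutral control wells and 100% = median of NaSCN control wells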
Wnt act = activates Wnt/beta-catenin signaling in a reporter cell assay | 1.2% of 300,000 active | activation, % at 9.35 µM | activator, plate reader | AID 743398; in the data active = activation above about 30%, passing the limit was not always enough;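 also: 0% = neutral control wells and 100% = positive control wells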
CAL PDZ FP-2 = human CAL PDZ-peptide interaction inhibition; Q9HD26; purified CAL PDZ, TMR-peptide fluorescence polarization, 1 h; inhibition, % at 20 µM; 0.02% of 330,000 active; AID 504414;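 active = highest replicate inhibition of at least 40%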;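 also: plate controls were DMSO neutral control wells for no effect and unlabeled competitor peptide control wells for full effect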
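Assay system – tagged CAL PDZ protein CerCALP, purified · Timing – 1 h at RT · Compound – single point, 20 µM · Measured by – fluorescence polarization from S- and P-plane intensities, G-factor corrected · Evaluation – inhibition from polarization loss · Probe or stimulus – TMR reporter peptide T*-PRC34 · Buffer or medium – pH 7.4 phosphate-saline buffer, reducing agent, detergent, IgG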
* = called active by the depositor; · = not tested or not shown.

SMILES | Ecoli viability | AddAB inh | SR-BI HDL uptake | CAL PDZ FP-1 | phage Ecoli inh | SR-BI uptake up | MITF act | Tat export inh | Wnt act | CAL PDZ FP-2
O=C(C1CC1)N1N=C(C2CCCCC2)CC1(O)C(F)(F)F (centres undefined) | -1.5 | 1.8 | -7 | 0 | 1.2 | 7 | 5 | -4 | -1 | 0.2
Cn1c(=O)c2c(nc(Oc3cccc(O)c3)n2C)n(C)c1=O | -1.3 | 2.5 | -15 | -1 | 1.5 | 15 | 1 | -1 | 1 | -18
COc1ccc(-c2noc(CSc3nc4sc(C)c(C)c4c(=O)n3-c3ccccc3)n2)cc1 | -1.2 | 0.9 | -4 | -2 | -0.7 | 4 | -8 | -3 | 1 | -0.4
COc1cc(C2C3C(=O)N(c4ccc(F)cc4)C(=O)C3ON2c2ccccc2)ccc1O (centres undefined) | -3.5 | 0.6 | 4 | -2 | -1.6 | -4 | 2 | 2 | 1 | 1.5
Fc1ccccc1/C=N/NC(=S)Nc1ccc(Cl)cc1Cl | 0.3 | -1.8 | 10 | · | 0.2 | -10 | 3 | 1 | -5 | -0.4
CC(C)c1ccccc1OCC(=O)N1CCCCCCC1 | 0.5 | 3.2 | 0 | -8 | 0.2 | 0 | · | 13 | -8 | 0.2
COc1ccc(C(CNC(=O)c2ccc(-c3nc4ccccc4s3)o2)N2CCCC2)cc1 (centres undefined) | 0.0 | -0.2 | 21 | -3 | 1.8 | -21 | 24 | 2 | 6 | -4.3
CCN(CC)C(=O)[C@H]1C[C@H](CC(=O)NCCCN(C)C)C(=O)N2CCc3c([nH]c4cc(CCC(=O)N(C)C)ccc34)[C@]12C | -0.2 | 0.2 | -12 | 2 | -2.5 | 12 | 3 | -7 | 7 | 1.3
COc1ccc(CCn2c(C)cc3c(c2=O)C(c2ccc4c(c2)OCO4)C(C#N)=C(N)O3)cc1OC (centres undefined) | -0.9 | 2.0 | 9 | -2 | 2.9 | -9 | 17 | -12 | · | 0.4
COCCCNC(=O)c1ccc(Cn2c(=O)c3ccccc3n(Cc3ccccc3C)c2=O)cc1 | 0.2 | -1.4 | 10 | -6 | 5.7 | -10 | 0 | -2 | · | -0.9
Cc1c(NC(=O)C2CCCN2S(=O)(=O)c2ccccc2)c(=O)n(-c2ccccc2)n1C (centres undefined) | 1.5 | 3.7 | -22 | 2 | 1.8 | 22 | -5 | -1 | -1 | 1.2
O=C(CN1C(=O)C2C3C=CC(C3)C2C1=O)NCCc1ccccc1Cl (centres undefined) | -0.2 | -0.7 | -14 | 0 | 2.1 | 14 | 1 | -6 | · | -0.4
O=C(Cn1nnc(-c2cccs2)n1)NCc1ccccc1 | 1.1 | 0.4 | -33 | -5 | 4.7 | 33 | -3 | -10 | 1 | -2.0
Cc1cc(-c2ccc(C(C)C)c(S(=O)(=O)NCCN3CCC(C)CC3)c2)on1 | 0.0 | 1.9 | 7 | -4 | 3.5 | -7 | -1 | -7 | -3 | -3.2
COc1ccc(S(=O)(=O)N2CCN(C(=S)NC3CCCCC3)CC2)cc1 | -2.4 | 1.9 | -1 | 3 | 4.7 | 1 | -6 | 2 | -1 | -0.2
O=c1c(-c2n[nH]c(=S)o2)cccn1Cc1ccccc1 | 2.6 | 1.9 | -7 | 7 | 2.9 | 7 | -9 | 1 | -6 | ·
Cc1cc(C)cc(CSCC(=O)N/N=C/c2ccc(OCC(=O)NCc3ccco3)cc2)c1 | -3.6 | 1.6 | 29 | -1 | · | -29 | -2 | 3 | -3 | -1.3
CCOCC(=O)Nc1c(C(=O)N2CCN(c3ncccn3)CC2)oc2ccccc12 | -2.9 | 0.7 | 2 | 2 | -1.4 | -2 | 19 | -1 | 5 | -3.2
O=C1CN(C(=O)CNC(=O)c2ccccc2Cl)c2ccccc2N1 | 0.3 | 1.0 | -15 | -2 | 4.5 | 15 | 11 | -7 | 0 | -2.1
O=C(COC(=O)CCc1ccc(S(=O)(=O)N2CCOCC2)cc1)NC(=O)NC1CCCCC1 | -0.8 | 0.2 | -18 | · | 3.5 | 18 | 13 | 13 | -3 | -1.0
Cc1ccc(OCc2nnc(SC(C)C(=O)O)n2Cc2ccccc2)cc1 (centres undefined) | 0.4 | -0.4 | 3 | -1 | 4.3 | -3 | 2 | 2 | 0 | -2.5
O=C(CO/N=C/c1ccccc1O)NNC(=O)c1ccccc1Cl | -4.1 | -0.6 | 10 | -9 | 0.3 | -10 | · | -2 | 1 | -4.1
CC(=O)Nc1sc(C)c(C)c1C(=O)OCC(=O)Nc1ccc(S(N)(=O)=O)cc1 | -2.5 | 0.2 | -26 | · | 1.0 | 26 | -6 | 4 | -1 | -0.1
O=C1c2ccccc2C(=O)N1CCCc1c[nH]c2ccc(Cl)cc12 | 1.6 | 1.3 | -7 | -1 | 3.4 | 7 | 15 | 2 | · | -2.0
Cc1ccc(C(=O)CCC(=O)Nc2ncccc2O)cc1 | -1.6 | -0.5 | -9 | -6 | 4.0 | 9 | 50 | 5 | 22 | -2.5
O=C(C[n+]1ccc(Cc2ccccc2)cc1)Nc1ccc([N+](=O)[O-])cc1Cl | 1.7 | 0.7 | -5 | 1 | 5.1 | 5 | -3 | -4 | -2 | -3.7
Cc1ccc2c(c1)[nH]c1c(=O)n(Cc3ccccn3)cnc12 | 0.7 | 1.1 | 0 | · | 0.8 | 0 | 2 | 1 | · | 0.1
O=C(Nc1cccc(-c2cscn2)c1)C1CCN(Cc2ccc(CO)o2)CC1 | 0.5 | 1.6 | 16 | -1 | -0.6 | -16 | -15 | 0 | 1 | -3.4
O=C(O)c1ccc(NC(=O)c2ccc3c(c2)C(=O)N(c2ccccc2)C3=O)cc1 | -2.3 | -2.0 | -5 | -8 | 0.8 | 5 | 9 | 6 | 5 | -1.3
Cc1nnc(SCc2cccc([N+](=O)[O-])c2)[nH]c1=O | -2.4 | -2.8 | -14 | 2 | 1.9 | 14 | 2 | 5 | · | -2.7
CCN(CCn1cccn1)C(=O)CC1C(=O)NCCN1Cc1ccc(F)cc1 (centres undefined) | 2.1 | 4.1 | -19 | -2 | 5.0 | 19 | 6 | 5 | 0 | -0.4
CCCCn1c(SC(C)C(=O)NCC2CCCO2)nc2cc(C(=O)OC)ccc2c1=O (centres undefined) | 0.2 | -1.8 | 27 | -5 | 0.6 | -27 | 4 | -1 | -6 | -0.3
CC(=O)Nc1nnc(Cc2c[nH]c3ccccc23)s1 | 1.9 | 6.6 | -3 | -1 | 3.7 | 3 | -2 | -2 | -1 | -0.6
COc1ccc(NC2CCCN(C(=O)CCN3CCCC3=O)C2)cc1 (centres undefined) | -0.4 | -1.8 | -40 | -6 | 1.3 | 40 | 3 | -2 | 1 | -3.0
Cc1cccc(NC(=O)CSc2nc3nc4c(cc3c(=O)n2-c2ccccc2)CCCC4)c1 | -1.7 | -2.2 | 44 | 5 | 2.0 | -44 | -19 | 10 | 2 | -2.4
Cc1cc(C)nc(SC(C)CNS(=O)(=O)c2ccccc2)n1 (centres undefined) | -0.3 | 0.9 | -8 | 0 | -0.8 | 8 | -1 | 4 | -1 | -2.3
COc1ccccc1-c1cn[nH]c(=S)n1 | -0.9 | -2.0 | -12 | -1 | 1.8 | 12 | 2 | -2 | · | -1.9
CCOC(=O)CC(=O)NC(C)(C)CCCCC(C)(C)NC(=O)CC(=O)OCC | 0.5 | 4.2 | 11 | -4 | 0.7 | -11 | -9 | -8 | 0 | 0.9
CCOc1ccc(NC(=O)CSc2nc3c(c(=O)n2C)SC(C)C3)cc1 (centres undefined) | -1.2 | 2.3 | 7 | · | 0.7 | -7 | -10 | 8 | -1 | -0.4
CC1CCN(C(=O)COC(=O)Cn2cnc3ccccc32)CC1 | 2.2 | 0.2 | -17 | -2 | 1.2 | 17 | -8 | 0 | -1 | -3.6
COc1ccc(CC(=O)OCC(=O)N(C)C2CCS(=O)(=O)C2)cc1OC (centres undefined) | -3.3 | -0.2 | -20 | 7 | 0.4 | 20 | -1 | 11 | -1 | -1.7
CC(=O)Nc1ccc(S(=O)(=O)NC2(C(F)(F)F)NC(=O)N(c3ccccc3F)C2=O)cc1 (centres undefined) | 0.0 | 3.0 | -17 | -1 | 1.5 | 17 | -10 | 3 | -2 | -0.2
Cc1nn(-c2ccccc2)c(C)c1C(=O)NCc1ccc(F)cc1 | 0.3 | 0.5 | 3 | -1 | 4.9 | -3 | -3 | 3 | -2 | -0.4
COc1ccc(C(=O)OCC(=O)NCC2CCCCC2)cc1F | · | · | -1 | 1 | 0.4 | 1 | 4 | -123 | -3 | -1.8
COc1ccc(-c2nnc(N3CCC(C)CC3)c3ccccc23)cc1 | -0.1 | 0.0 | 34 | 0 | -0.6 | -34 | · | 6 | 2 | -1.7
Nc1ccc(O)c([N+](=O)[O-])c1 | -3.4 | 1.5 | 12 | -5 | 2.7 | -12 | 5 | 1 | 11 | -1.4
CN(C)CCN(C(=O)C1=COCCO1)c1nc2ccc(F)cc2s1 | 2.7 | 4.1 | -11 | -3 | 3.9 | 11 | 19 | -3 | 7 | -1.7
Cc1ccc(C(=O)N/N=C\c2cc(Br)c(Br)o2)cn1 | 2.4 | -0.2 | · | · | -0.9 | · | · | · | 0 | ·
O=C(NCC(c1cccnc1)N1CCN(c2ccccc2)CC1)c1ccc2c(c1)OCO2 (centres undefined) | 1.9 | 1.9 | 0 | -3 | 3.7 | 0 | -2 | -9 | · | -2.2
Cc1ccc(C(NC(=O)N2CCOCC2)=C(Cl)Cl)cc1F | -0.9 | 2.7 | -7 | -3 | 2.3 | 7 | -8 | -12 | · | -0.1
More structures follow:
SMILES | Ecoli viability | AddAB inh | SR-BI HDL uptake | CAL PDZ FP-1 | phage Ecoli inh | SR-BI uptake up | MITF act | Tat export inh | Wnt act | CAL PDZ FP-2
O=S(=O)(c1ccc(N2CCN(S(=O)(=O)c3ccc4c(c3)OCCO4)CC2)nc1)N1CCCC1 | -1.1 | 2.4 | -47 | -20 | 0.9 | 47 | 10 | -5 | -1 | -0.4
Cc1ccccc1Nc1nc(CSc2nnc(-c3ccoc3C)n2C)cs1 | 0.4 | -1.9 | 11 | -2 | 1.8 | -11 | · | -5 | · | -0.1
Cc1cc(C)c(NC(=O)C2CCN(c3cnccn3)CC2)c(C)c1 | 1.5 | 5.2 | 7 | -2 | 1.6 | -7 | -3 | 2 | -1 | 0.6
COc1cc2nc(CSc3ncn[nH]3)[nH]c(=O)c2cc1OC | 0.7 | 2.0 | 7 | -1 | 3.3 | -7 | 10 | 2 | -6 | 0.1
NC(=O)c1ccc(-n2nnnc2Oc2ccccc2)cc1 | -2.9 | -1.0 | -23 | -3 | 2.0 | 23 | -3 | -12 | -1 | -0.7
CC(=O)c1ccc(NC(=O)CSc2nc(N)c3cc4c(nc3n2)CCCC4)cc1 | 0.8 | 5.5 | -14 | 3 | 2.9 | 14 | 70 | -3 | 6 | -1.2
